# uPA generation = cell surface uPA generation inhibition. AID 540303. cell surface uPA generation assay, qHTS. Potency, µM (series often up to 38.3 µM), inactives show at the top dose activity change, negative = inhibition, usual class: inhibitors. hit rate 0.31% among 330,000; active = well fitted inhibition curve with a large enough effect; inconclusive = small, poorly fitted or top-dose-only effect; inactive = no such curve, though single readings can be large or run the other way; tested in mouse RAW 264.7 cells; also: potency is read from the fitted curve at half-maximal effect; % is scaled to controls: 0 for no effect and ±100 for the full control effect; nearly all actives have a fitted effect of over 55% in size
# FLuc modulator = counter-screen for miR-21 project: firefly luciferase inhibitors or activators | P08659 | purified FLuc, Km substrates, luminescence inhibition | Potency, µM (titrated, usually from 57.5 µM), for the others: at the top dose activity change, negative = inhibition, hits mostly inhibitors | hit rate 6.9% among 360,000;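 also: potency is read from the fitted curve at half-maximal effect; plate controls were vehicle for no effect and reference inhibitor for full effect; nearly all actives have a fitted effect of over 55% in size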
#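 Purified P. pyralis luciferase, 10 nM final, with Km-level 10 uM D-luciferin and 10 uM ATP in 50 mM Tris acetate pH 7.5, 10 mM Mg acetate, 0.01% Tween-20, 0.05% BSA; 6-point qHTS titration about 60 µM downward; luminescence read.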
# Gal4-VP16 FLuc = Gal4-VP16 reporter inhibition counter-screen. Drosophila S2 Gal4-VP16 UAS-luciferase, luminescence, 20 h. Potency, µM (top dose mostly 53.6 µM), inactives show at the top dose activity, negative = inhibition, hits mostly inhibitors. hit rate 3.5% among 310,000;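 also: Gal4-VP16 expression switched on by copper sulfate through the metallothionein promoter; potency is read from the fitted curve at half-maximal effect; % is scaled to controls: 0 for no effect and ±100 for the full control effect; nearly all actives have a fitted effect of over 50% in size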
# KCNH2 3.1 inh = blocks the human KCNH2 3.1 channel isoform; U2OS KCNH2 3.1, thallium flux FluxOr; active compounds read low; activity change, % (tested at about 1.8 µM); hit rate 0.95% among 340,000;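 active = maximum activity change below -70%; inconclusive = maximum activity change from -70% to -50%; inactive = maximum activity change above -50%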;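 also: thallium influx rate constant from kinetic fluorescence after stimulation buffer; % is scaled to controls: 0 for no effect and ±100 for the full control effect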
#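 We transduce U2OS cells with the mutant 3.1 virus, culture them overnight, load FluxOr with Red40 quencher for 45 min, then add stimulation buffer and read kinetically for 2 min to derive a normalized rate constant.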
# ELG1 genotoxic = inducers of genotoxicity in HEK293T ELG1-luciferase cells. HEK293T ELG1-luciferase reporter, luminescence, 16 h. AID 504466. Potency, µM (top dose mostly 46 µM), for inactives: top-dose activity change, positive = activation, most hits filed as activators. hit rate 1.3% among 330,000; also: potency is read from the fitted curve at half-maximal effect; % of control where 0% means no effect; nearly all actives have a fitted effect of over 60% in size
#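 Reporter readout depends on ELG1 protein level, which increases with genetic stress. After 16 hr compound exposure at 37 °C, luciferase activity was quantified using ONE-Glo.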
# NPC1 promoter act = NPC1 promoter activation. Huh7 NPC1 promoter luciferase reporter, 24 h. Potency, µM (titrated, usually from 9.22 µM), without a hit: at the highest dose activation, usual class: activators. hit rate 2.4% among 320,000;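 also: potency is read from the fitted curve at half-maximal effect; % of control where 0% means no effect; nearly all actives have a fitted effect of over 60% in size; reporter is driven by a mutant NPC1 promoter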
#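 Compounds in DMSO were transferred onto Huh7 NPC1-luciferase reporter cells pre-incubated 2 h; after 24 h at 37 °C, Amplite reagent was dispensed and luminescence recorded 10 min later.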
# Coupling enz = inhibits coupling enzyme system, counter-screen for aldolase hits; activity change, negative = inhibition, % at 58.2 µM, hits read low; AID 2472; hit rate 0.67% among 290,000; coupling enzyme system counterscreen, AmpLite Red fluorescence; in the data active = activity change below about -30%; also: % is scaled to controls: 0 for no effect and ±100 for the full control effect
#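 Activity here indicates interference with the coupling reaction, not aldolase inhibition. Compounds at 57.5 uM final met coupling enzymes for 10 min at RT; substrate and AmpLite Red detection followed, with a 525/598 nm fluorescence read after 20 min.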
# RORg inh = blocks mouse ROR gamma transcriptional activity | Potency, µM (series often up to 53.6 µM), inactives show at the top dose activity change, negative = inhibition, usual class: inhibitors | P51450 | hit rate 5.4% among 310,000 | Drosophila S2 Gal4-RORgamma UAS-luciferase reporter, 20 h | AID 2551; also: potency is read from the fitted curve at half-maximal effect; % is scaled to controls: 0 for no effect and ±100 for the full control effect; nearly all actives have a fitted effect of over 60% in size
# Target sequence (P51450 whole entry, looked up, the tested form may be a part): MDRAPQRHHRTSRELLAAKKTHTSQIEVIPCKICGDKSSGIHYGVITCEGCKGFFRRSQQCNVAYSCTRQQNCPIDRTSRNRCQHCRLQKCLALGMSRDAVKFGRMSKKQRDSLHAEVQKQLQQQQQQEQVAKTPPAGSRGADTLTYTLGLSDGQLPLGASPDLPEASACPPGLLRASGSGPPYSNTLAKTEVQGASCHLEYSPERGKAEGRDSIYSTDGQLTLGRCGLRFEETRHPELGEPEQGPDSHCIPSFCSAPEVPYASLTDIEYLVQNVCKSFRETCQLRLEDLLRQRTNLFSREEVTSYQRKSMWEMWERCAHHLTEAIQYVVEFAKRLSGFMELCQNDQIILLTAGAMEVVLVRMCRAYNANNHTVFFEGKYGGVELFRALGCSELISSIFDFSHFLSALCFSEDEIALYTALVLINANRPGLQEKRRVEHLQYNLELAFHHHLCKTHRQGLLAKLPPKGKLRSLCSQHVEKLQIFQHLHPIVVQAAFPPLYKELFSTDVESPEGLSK
#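 Drosophila S2 cells stably expressing Gal4-DBD/mouse RORγ fusion under metallothionein promoter plus UAS-luciferase; compound 1 h, then 700 uM CuSO4 induction for 20 h at ambient temperature; inhibition read as reduced luminescence.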
# Giardia killer = kills Giardia lamblia. Giardia lamblia trophozoite viability. activity change, % at 7.66 µM, hits read low. hit rate 0.15% among 340,000. AID 540267; in the data active = activity change below about -80%; inconclusive = between about -30% and that limit;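 also: parasites exposed to compound for two days anaerobically before the ATP read; % is scaled to controls: 0 for no effect and ±100 for the full control effect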
#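 Giardia lamblia trophozoites (100 cells/well) were incubated with compounds for 48 h at 37 deg C under anaerobic conditions. Viability was read as ATP content by one-step luminescence after 15-30 min at room temperature.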
# Rab9 prom act = activators of Rab9 promoter. Huh7 Rab9 promoter-luciferase reporter, luminescence, 24 h. Potency, µM (doses to about 9.22 µM), without a hit: at the highest dose activation, negative = inhibition, usual class: activators. hit rate 2.8% among 320,000. AID 485297; also: potency is read from the fitted curve at half-maximal effect; % of control where 0% means no effect; nearly all actives have a fitted effect of over 60% in size
#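 Luminescence read-out: Huh7 cells stably expressing Rab9-luciferase, treated 24 h with compound at 37 °C, then lysed with luciferase reagent for 10 min at ambient before reading.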
# Tb PFK block = T. brucei PFK enzyme inhibition. hit rate 0.17% among 330,000. Potency, µM (doses to about 57.5 µM), for the others: at the top dose activity, negative = inhibition, usual class: inhibitors. T. brucei PFK, ADP-Glo luminescence. O15648. AID 485367;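 also: potency is read from the fitted curve at half-maximal effect; 0% = uninhibited 1x PFK enzyme wells and -100% = no-enzyme wells; nearly all actives have a fitted effect of over 60% in size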
# Target sequence (O15648 whole entry, looked up): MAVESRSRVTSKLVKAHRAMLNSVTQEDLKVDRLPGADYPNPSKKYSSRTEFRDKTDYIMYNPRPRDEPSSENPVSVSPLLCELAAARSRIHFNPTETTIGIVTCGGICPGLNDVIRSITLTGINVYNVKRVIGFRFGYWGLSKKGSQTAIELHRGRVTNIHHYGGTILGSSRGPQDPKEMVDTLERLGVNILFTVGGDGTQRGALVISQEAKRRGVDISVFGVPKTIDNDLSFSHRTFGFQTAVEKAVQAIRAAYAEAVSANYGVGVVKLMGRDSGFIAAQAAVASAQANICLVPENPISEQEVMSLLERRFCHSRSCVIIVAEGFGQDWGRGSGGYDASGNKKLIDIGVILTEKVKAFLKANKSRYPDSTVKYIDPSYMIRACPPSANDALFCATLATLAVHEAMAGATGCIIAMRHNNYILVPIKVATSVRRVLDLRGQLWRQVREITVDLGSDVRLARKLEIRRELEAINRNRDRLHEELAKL
#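 In TEA buffer at pH 8.0 with 5 mM MgCl2, enzyme (1.25 nM) converted F6P (0.5 mM) and ATP (0.1 mM) for 45 min at room temperature. ADP product was read by luciferase luminescence.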
# The depositor's hits bear a star; ? = inconclusive; nt = no result given; & = joins results of further samples; [ ] = remark or other dose. Unless noted, calls follow the shape of the dose curve; as a rule, active = well fitted curve in the direction sought with a large enough effect; inconclusive = small, poorly fitted or top-dose-only effect, or another doubt; inactive = no such curve, though single readings can be large; an effect the other way counts as inactive or inconclusive.
SMILES,uPA generation,FLuc modulator,Gal4-VP16 FLuc,KCNH2 3.1 inh,ELG1 genotoxic,NPC1 promoter act,Coupling enz,RORg inh,Giardia killer,Rab9 prom act,Tb PFK block
CCOC(=O)c1c(CN2CCC(C)CC2)oc2ccc(OC)cc12,3.4%,6.3%,-2.4%,-6.1,1.7%,-0.4%,0.3,-19.0%,5.6,0.6%,1.6%
COc1ccc2oc(=O)c(C(=O)OCC(=O)c3ccc([N+](=O)[O-])cc3)cc2c1,nt,-1.8%,27.0%,nt,-1.2%,-5.2%,0.0,15.9%,nt,0.2%,-0.6%
O=C(O)[C@H](Cc1ccccc1)Nc1ccc([N+](=O)[O-])cn1,10.1%,-2.9%,2.4%,12.1,-0.2%,-0.6%,-0.5,5.5%,-24.7,-0.4%,-3.2%
C[C@H](CO)N1C[C@H](C)[C@@H](CN(C)S(=O)(=O)c2ccccc2)Oc2ccc(NC(=O)Cn3cnnn3)cc2C1=O,10.8%,nt,nt,-92.4*,1.2%,nt,nt,nt,-8.4,nt,7.0%
O=C(C1CCCCC1)N1CCCC(c2nc3c(nnn3Cc3ccccc3)c(=O)[nH]2)C1 (stereo not given),-22.0%,2.2%,-0.9%,4.0,2.2%,0.4%,4.9,14.9%,3.7,-5.6%,-0.3%
Cc1cc(=O)[nH]c(SCC(=O)NCC2CCCO2)n1 (stereo not given),5.1%,1.0%,-11.2%,-20.2,-0.7%,-4.9%,-0.8,-9.0%,4.7,-1.4%,-3.3%
CC(=O)Nc1nc(C)c(-c2csc(Nc3cccc(C(C)=O)c3)n2)s1,11.2µM*,?,-23.2%,-10.6,0.5%,-20.3%,-9.9,10.7%,5.0,0.708µM*,11.6%
COc1ccc(C(=O)NC(C)CCn2cccn2)cc1OC1CCN(C(C)C)CC1 (stereo not given),15.3%,-1.3%,0.7%,-4.9,2.6%,-4.7%,nt,2.9%,-6.9,2.3%,-2.1%
O=C(C[C@H]1C/C=C/CC[C@@H](Cc2ccc(F)cc2)C(=O)O[C@@H](c2ccccc2)CNC1=O)NCCO,5.6%,nt,nt,-7.1,-4.1%,nt,nt,nt,-13.0,nt,-2.6%
O=C1CC(Sc2ncccc2C(=O)O)C(=O)N1 (stereo not given),-1.9%,-3.5%,6.4%,11.9,4.7%,1.6%,1.7,6.0%,4.4,-4.7%,-15.8%
Cc1ccc(/C=N/NC(=O)Cn2cnc3ccccc32)o1,-0.8%,-0.4%,-10.0%,2.7,1.7%,1.3%,-0.5,-27.7%,0.4,-13.0%,0.1%
O=C(Nc1ccc(Cl)cc1Cl)c1ccc2c(c1)OCCO2,4.47µM*,0.301µM*,nt,10.3,?,0.398µM*,nt,nt,-28.9,0.316µM*,-7.9%
CC1CCCCC1NC(=O)CCCCCn1c(=S)[nH]c2ccccc2c1=O (stereo not given),0.0%,-1.3%,6.5%,8.3,-8.4%,-4.5%,3.4,15.8µM*,-0.4,-0.9%,9.2%
Cc1nn(Cc2ccc(F)cc2)c(C)c1NC(=O)c1nn(C)cc1Cl,-1.1%,0.1%,6.6%,-7.8,-6.3%,1.4%,6.3,-5.2%,-13.7,3.3%,-5.9%
COCC(C)n1c(COc2ccccc2F)nnc1SCC(=O)c1c(N)n(C)c(=O)n(C)c1=O (stereo not given),-2.0%,-3.2%,-5.4%,-18.1,-1.2%,-6.4%,1.7,4.5%,-27.0,15.3%,-2.2%
Cc1c(CCC(=O)NCCCCCC(=O)O)c(=O)oc2c(C)c3oc4c(c3cc12)CCCC4,-2.5%,?,-9.6%,?,3.8%,0.6%,2.3,-17.9%,16.9,-2.7%,1.9%
COc1ccc(C(=O)C2CCN(C(=O)c3ccc(OC)cc3)CC2)cc1,-0.1%,-1.8%,6.2%,-84.2*,7.0%,-10.8%,-1.0,?,-4.5,-9.1%,-2.4%
Cc1cnn(-c2cc(N/N=C/c3ccc(F)cc3)ncn2)c1,3.3%,?,1.3%,0.2,9.8%,10.6%,0.5,13.8%,-2.8,-6.7%,0.4%
Cc1cc(C)n2nc(C(=O)Nc3ccc4c(c3)OCO4)nc2n1,3.9%,23.9µM*,nt,-5.2,?,19.0%,-11.2,-2.7%[0.365 µM],-18.5,28.9%,10.8%
CSc1ccc(/C=C(\C(=O)O)c2ccc(S(=O)(=O)N3CCCC3)s2)cc1,11.5%,0.9%,nt,-34.8,-1.3%,3.1%,nt,nt,26.8,-3.6%,0.0%
CCOc1ccc2oc(-c3ccccc3)c(C(=O)N3CCN(CCO)CC3)c2c1,0.3%,0.7%,-26.4%,nt,-6.2%,-1.9%,3.6,?,4.0,-9.8%,0.1%
COc1cc(C2C(S(=O)(=O)c3ccccc3)CON2C)ccc1OCc1ccc(F)cc1 (stereo not given),7.5%,-12.3%,-7.5%,18.4,4.8%,-0.3%,-0.1,-3.4%,2.2,-0.8%,0.3%
O=C(CN1CCC(c2nc3ccccc3[nH]2)CC1)Nc1ccc2c(c1)OCO2,nt,2.6%[2.3 µM],-1.8%,1.8,-4.7%,-2.2%,4.0,-19.4%,0.5,5.2%,20.1%
COc1ccc(-c2nnn(CCC(=O)O)n2)cc1,nt,-16.1%,-57.0%,4.0,2.2%,-2.4%,4.7,2.24µM*,-18.1,1.3%,4.2%
CC(Oc1ccccc1)C(=O)Nc1nnc(S(=O)(=O)N2CCCCCC2)s1 (stereo not given),14.1%,4.2%&-7.9%,-2.6%,-13.4,-2.6%,-2.9%,18.0,6.3%,?,-3.1%,0.0%
O=C(OCc1cc(-c2ccccc2)no1)c1ccc2ccccc2n1,-1.2%,?,5.7%,-13.8,6.4%,2.9%,-0.1,0.4%,-6.2,17.1%,-1.6%
COCCC(=O)N1CCC(Oc2ccc(C(=O)NCc3nccn3C)cc2)CC1,20.4%,4.4%,15.3%,-5.0,-0.3%,-5.2%,-0.1,-26.5%,7.2,7.6%,1.6%
O=C(NCC1CC1)c1ccc(Nc2nc3ccc(Br)cc3[nH]2)cc1,0.2%,?,3.6%,4.0,-1.3%,0.3%,-2.2,7.5%,-26.0,-6.6%,-7.6%
O=c1c2ccccc2[nH]c(=S)n1Cc1cccnc1,-14.3%,0.5%,?,5.8,0.2%,-1.1%,2.7,?,-1.1,1.7%,-6.0%
CC(C)C12CN3CC(C(C)C)(CN(C1)C3c1ccccc1O)C2=O (stereo not given),2.4%,-0.3%,2.1%,-2.4,-8.2%,2.5%,0.1,28.8%,-5.4,-19.6%,?
CCOC(=O)N1CCN(C2CC(=O)N(c3ccc(Oc4ccccc4)cc3)C2=O)CC1 (stereo not given),nt,1.6%,-7.1%,27.3,0.7%,-0.6%,3.6,-5.7%,2.8,-2.7%,-0.1%
Cc1cccc(-c2nc3c(c(SCC(=O)N4CCOCC4)n2)CCCC3)c1,16.0%,1.9%,-4.0%,1.0,-4.9%,-2.6%,-0.6,-13.7%,-2.9,-6.2%,-1.3%
O=C(Nc1cccc(-n2cnnn2)c1)c1cccnc1,12.2%,-1.8%,-3.7%,14.8,1.4%,0.8%,-0.1,12.2%,25.9,-7.7%,2.8%
O=C(C1CCN(c2ncnc3c2nc2n3CCCCC2)CC1)N1CCCCC1,-5.6%,-1.0%,12.8%,-12.7,-2.3%,0.6%,nt,-13.3%,-2.1,3.2%,6.0%
Cn1cc(S(=O)(=O)N2CCN(c3ccccc3F)CC2)c(=O)n(C)c1=O,-6.4%,4.5%,-5.7%,17.4,-7.3%,-1.4%,-0.8,-34.0%,15.5,0.4%,-2.5%
O=C(CN1CCCCCCC1)NC(=O)NC1CCCCC1,3.1%,-10.6%,-0.1%,-6.7,0.5%,6.7%,-0.7,26.2%,-0.8,17.4%,2.7%
COc1ccc(C(=O)Nc2cccc(C(C)=O)c2)cc1S(=O)(=O)N1CCOCC1,-5.8%,1.6%,2.5%,5.5,0.3%,-0.3%,-0.2,1.4%,-3.4,0.1%,1.7%
Clc1ccc(-c2csc(N/N=C/c3cccnc3)n2)c(Cl)c1,3.9%,-17.3%,-2.4%,-111.7*,6.7%,-3.5%,-2.4,-8.7%[10 µM],10.9,-8.5%,-0.8%
COc1ccc(/C=C(\C#N)C(=O)OCC(=O)Nc2ccc(C(C)(C)C)cc2)cc1,0.7%,-5.8%,-1.0%,0.9,4.7%,-1.9%,0.0,?,-0.2,-3.6%,0.4%
CC(=O)CCc1c(C)nc2ccc(C(=O)O)cc2c1Cl,-2.2%,-5.4%,-1.0%,19.3,1.4%,4.6%,8.8,3.0%,3.2,-2.0%,11.7%
CC(C)c1ccc(/C=C2\Oc3c(ccc(O)c3CN3CCN(C)CC3)C2=O)cc1,-12.3%,-5.4%,-9.3%,11.1,-0.3%,1.1%,0.4,2.7%,?,-8.1%,-2.9%

# Screening results: PubChem, National Center for Advancing Translational Sciences (NCATS)
